# Source: PubChem BioAssay (several laboratories)
# Autophagy HCS: autophagy modulation, high-content screen; MEF GFP-LC3 puncta imaging; test concentration mostly 10 µM; calls only at 10 µM (by protocol); 190,000 tested, 0.98% active; AID 463193;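 active = percentage of spot-positive cells more than 3 SD above its plate mean, without a fluorescence outlier flag or 80% toxicity; inconclusive = no clear call, values can overlap the other calls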;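 note: spot-positive cell cutoff set from DMSO-treated cells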
# T cell modulator: T cell immune modulators affecting CD8 T cell-vesicle binding | 2C CD8+ T cell-vesicle binding, flow cytometry; active compounds read low | calls only at 7 µM | 330,000 tested, 0.068% active;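 active = response, share of CD8 T cells binding vesicles, and their 90th percentile fluorescence all below set limits, cut at about 80% in these data, passing the limit was not always enough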
#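 Test system: purified 2C TCR transgenic mouse naive CD8+ T cells. Probe or stimulus: QL9-peptide-loaded Drosophila micro-vesicles bearing Ld, ICAM-1 and B7-1. Incubation: binding step 1.5 h, 37 °C, antibody labelling 20 min, ice. Measured by: flow cytometry of vesicle-bound cells.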
# Ins promoter up: MIN6 insulin promoter up-regulation. MIN6 insulin promoter-GFP reporter, high-content imaging; active compounds read high. z-score at 5 µM. 190,000 tested, 0.3% active;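 active = z-score above 3 at 5 µM with at least 500 cells counted in the well; inconclusive = wells under 500 cells, flagged as cytotoxic or low count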
# bCat nuc transl: alters nuclear translocation of beta-catenin in HeLa cells | immunofluorescence imaging | nuclear translocation activity, % at 5 µM | 190,000 tested, 0.3% active;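 active = nuclear translocation activity above 50% at 5 µM, with a well cell count of 50 or more; inconclusive = wells under 50 cells across six images, flagged as toxic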;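 note: per-cell ratio of nuclear to cytoplasmic median beta-catenin stain intensity; plate controls were DMSO negative control for no effect and GSK-3 inhibitor IX positive control for full effect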
#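 Test system: human HeLa cell line; Doses: 5 µM primary, 0.02–20 µM confirmation; Incubation: 24 h compound exposure, 37°C; Detection: beta-catenin immunofluorescence imaging with DAPI; Read-out: beta-catenin nuclear/cytoplasmic ratio, % activation.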
# West Nile virus CPE: West Nile virus antiviral activity, cell-based, CPE readout (AID 1621); CPE inhibition, % at 10 µM, or IC50 in µM where a hit was titrated; West Nile virus-infected cells, CPE inhibition; higher % means a stronger effect; 290,000 tested, 0.02% active; in the data active = a potency from the dose series; inconclusive = CPE inhibition mostly from about 3.7% at the one dose, without a potency; inactive = the rest, 99 in 100 with CPE inhibition below about 2.2%; note: strong numbers were not always called active
# Lipid droplet: modulators of hepatic lipid droplet formation; AML12 mouse hepatocytes, oleate lipid droplets, BODIPY imaging; inhibition, % at 6.5 µM; 240,000 tested, 0.4% active; AID 1656;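 active = lipid droplet intensity inhibited by at least 50%, with more than 500 cells counted; inconclusive = wells with under 300 cells, treated as cytotoxic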
#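 Material – AML12 mouse liver cells · Also added – oleate loading, 100 µM · Compound dosing – 6.5 µM single-point dosing · Times – overnight treatment with compound plus oleate · Measured by – fluorescence imaging, 20x objective, two fields per well · Read-out – percent inhibition of filter-corrected integrated lipid droplet intensity per well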
# MT stabilize HCS: stabilizes microtubules in HeLa cells. HeLa tubulin immunostaining HCS, 24 h; share of cells brighter than vehicle mean+2SD. % tubulin-high responders, % at 10 µM. 200,000 tested, 0.83% active;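 active = plate Z-score above 3 for both tubulin-high and condensed-nucleus cell shares, with cell loss under 80%, at 10 µM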;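 note: anti alpha tubulin signal scored within the nucleus-defined area of each cell; some results filed as inactive read as strong as hits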
# WT yeast gro inh: growth inhibition of WT yeast, mitochondrial fusion screen | mitochondrial fusion phenotypic screen, WT strain | inhibition, % at 10 µM | 190,000 tested, 2.1% active | AID 1362; in the data active = inhibition above about 58%; tested in S. cerevisiae
# Myeloid diff 2: myeloid differentiation induction. calls only at 10 µM. 360,000 tested, 1% active. ER-HoxA9 myeloid progenitors, lysozyme-GFP differentiation, flow cytometry;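 active = normalized GFP-positive differentiation at or above the plate's own cutoff, the solvent-only control mean plus 3 SD; inconclusive = no clear call, values can overlap the other calls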;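 note: cells exposed to compound for four days before flow analysis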
# WT yeast gro inh mutant strain: further read-out of WT yeast gro inh, marked with its call; inhibition, %; mitochondrial fusion phenotypic screen, mutant strain inhibition
# Ins promoter up cell count: second read-out of Ins promoter up, no call of its own (marks repeat the call); cell count; measured here: cytotoxicity, nuclei count;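 total cells summed across four imaged fields per well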
# Lipid droplet cells 6.5 µM: recorded beside Lipid droplet, whose call it bears; cell count; measured here: cell count, cytotoxicity flag;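 cells counted across two imaged fields per well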
# bCat nuc transl cell count 5 µM: recorded beside bCat nuc transl, whose call it bears; cell count; measured here: cell count, cytotoxicity flag
# T cell modulator vesicle-bound %: second read-out of T cell modulator, no call of its own (marks repeat the call); double positive events, %; measured here: CD8+ vesicle-bound cell fraction;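 binding gate set so that unloaded-vesicle control wells show 10% double positive cells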
# MT stabilize HCS Hoechst-high %: recorded beside MT stabilize HCS, whose call it bears; % Hoechst-high responders; measured here: nuclear condensation Hoechst responders;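 share of cells brighter than vehicle mean plus two SD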
# MT stabilize HCS cytotoxicity %: also measured in MT stabilize HCS; calls as there; toxicity, %; measured here: cytotoxicity by cell density;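 0% = mean cell density of plate MIN control wells and 100% = no cells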
# Autophagy HCS cell loss 18 h: second read-out of Autophagy HCS, no call of its own (marks repeat the call); toxicity, %; measured here: cell loss, nuclei count;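 cell loss after 18 h compound exposure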
# Myeloid diff 2 GFP+ MAC1+ %: further read-out of Myeloid diff 2, marked with its call; GFP+ MAC1+ double positive, %; measured here: differentiation confirmed by MAC1 staining
# * = called active by the depositor; i = inactive; ? = inconclusive; nt = no result given.
SMILES,Autophagy HCS,Autophagy HCS cell loss 18 h,T cell modulator,T cell modulator vesicle-bound %,Ins promoter up,Ins promoter up cell count,bCat nuc transl,bCat nuc transl cell count 5 µM,West Nile virus CPE,Lipid droplet,Lipid droplet cells 6.5 µM,MT stabilize HCS,MT stabilize HCS Hoechst-high %,MT stabilize HCS cytotoxicity %,WT yeast gro inh,WT yeast gro inh mutant strain,Myeloid diff 2,Myeloid diff 2 GFP+ MAC1+ %
COC(=O)c1sc2ccccc2c1NC(=O)c1ccc(S(=O)(=O)N2CCCC(C)C2)cc1 (stereo not drawn),i,2,i,2,0.45,1473,-1.2,1126,-0.2%,-15,665,4.5,2.2,3.7,-1,-16,i,0.4
CC(=O)SC(C)CC(=O)NCc1ccccc1 (stereo not drawn),i,-11,i,15,-0.47,978,nt,nt,0.0%,18,797,1.9,1.7,6.9,10,6,i,6.1
CC(=O)c1cccc(OCc2cc(C(=O)N3CCC(N4CCCCC4)CC3)no2)c1,nt,nt,i,22,nt,nt,nt,nt,-0.1%,34,741,nt,nt,nt,nt,nt,i,3.2
O=C(O)c1ccccc1NS(=O)(=O)c1ccc2c(c1)OCCO2,i,1,i,42,0.18,1462,0.4,1436,0.1%,1,586,1.3,1.6,3.6,31,0,i,0.4
O=C(/C=C/c1ccccc1)c1ccc2c(c1)OCO2,nt,nt,i,42,0.21,1060,-1.0,1377,0.0%,6,661,nt,nt,nt,nt,nt,i,0.8
O=C(Cn1c(=O)c2cccn2c2ccccc21)NCCc1ccc(Cl)cc1,nt,nt,i,4,nt,nt,nt,nt,0.0%,-1,730,nt,nt,nt,nt,nt,i,0.6
O=C(N/N=C/c1ccc(OC(=O)c2ccco2)cc1)c1ccncc1,nt,nt,i,6,nt,nt,nt,nt,0.2%,1,838,nt,nt,nt,nt,nt,i,0.7
Cc1onc(-c2ccccc2)c1-c1n[nH]c(=S)n1-c1ccccc1,i,-2,i,28,nt,nt,nt,nt,0.2%,nt,nt,2.7,0.9,3.7,nt,nt,i,1.1
O=C1CCCCC1Sc1nnc(Cc2cccs2)n1CCc1ccccc1 (stereo not drawn),i,9,i,63,-0.14,1023,0.0,1120,-0.5%,nt,nt,3.0,4.2,6.4,-1,14,i,0.6
O=C(NCCN1CCCCC1)Nc1cccc(Cl)c1Cl,nt,nt,i,60,nt,nt,nt,nt,-0.5%,-8,822,nt,nt,nt,nt,nt,i,0.4
CCOC(=O)C1=C(c2ccccc2)OC(N)=C(C#N)C1c1ccc(Br)s1 (stereo not drawn),i,0,i,36,1.2,1409,2.5,1051,0.5%,-6,626,5.4,2.3,5.4,-29,-9,i,0.5
O=C(Oc1ccc2c(c1)CCC2)N1CCOCC1,i,-5,i,51,0.38,1300,nt,nt,0.1%,-13,633,1.5,1.9,2.7,13,23,i,1.1
COc1ccccc1Cn1c(=S)[nH]c2cc(C(=O)N3CCN(c4ccccc4OC)CC3)ccc2c1=O,nt,nt,i,34,nt,nt,nt,nt,1.0%,11,707,nt,nt,nt,nt,nt,i,6.0
CN1CCN(C(=O)CCc2ncc(C(F)(F)F)cc2Cl)CC1,i,7,i,30,0.35,1169,-0.9,1081,0.0%,18,697,2.6,2.5,10,-4,14,i,0.4
CCN1CCN(c2cc(C)nc(-c3ccccc3O)n2)CC1,nt,nt,i,24,-0.38,1355,1.0,1306,-0.4%,7,717,nt,nt,nt,nt,nt,i,0.3
COc1ccc(C(C(=O)NCC2CCCO2)N(C(=O)CNC(=O)c2ccco2)c2ccc(C)c(C)c2)cc1OC (stereo not drawn),nt,nt,i,21,nt,nt,nt,nt,0.4%,16,852,nt,nt,nt,nt,nt,i,0.4
CC1(C)CC(=O)c2cc(NC(=O)c3ccccc3)c(=O)oc2C1,i,5,i,12,-0.45,1425,0.7,1103,-0.1%,26,633,6.6,1.9,0.9,7,3,i,0.2
O=C(CN1N=C(c2ccc(Cl)cc2)CCC1=O)NCc1cccs1,i,5,i,56,0.64,1688,-1.5,889,0.1%,-17,582,1.2,1.1,9.5,-14,-5,nt,nt
O=C(Nc1ccccc1)C(=O)c1cn(CC(=O)N2CCCCC2)c2ccccc12,i,10,i,47,-0.22,1548,-0.7,1054,-0.1%,25,655,3.6,3.2,12,-6,-16,i,1.1
CC(=O)NC(c1ccc2ccccc2c1)c1ccc2cccnc2c1O (stereo not drawn),nt,nt,i,35,nt,nt,nt,nt,2.4%,-13,731,nt,nt,nt,nt,nt,?,nt
CCCC(=O)Nc1ccccc1NC(=O)c1ccc(OCC)c(OCC)c1,i,9,i,60,-0.64,1637,-2.6,1079,-0.2%,5,683,4.5,1.9,7.6,1,11,i,0.2
COc1ccc(CCNC2=NCC(C)S2)cc1 (stereo not drawn),i,-1,i,49,-0.16,1097,-3.2,1018,0.2%,nt,nt,3.3,1.1,0.3,-7,18,i,1.2
Cc1ccc(-c2ccc(/C=N\NC(=O)c3cc4c(ccc5ccccc54)o3)o2)cc1[N+](=O)[O-],i,9,i,12,-2.1,894,-1.1,1432,nt,nt,nt,14,3.1,20,8,-8,i,0.5
CCC1=C(OC(=O)N(CC)CC)N2C(=O)OC(=NCC3CC3)[C@]2(Cc2ccccc2)[C@H]2C1=CC[C@H]1C(=O)N(CC(=O)OC)C(=O)[C@H]12,nt,nt,i,54,-0.23,980,-1.4,1172,-1.1%,-3,748,nt,nt,nt,nt,nt,nt,nt
O=S(=O)(NC1CCSc2ccccc21)c1ccc(Cl)nc1 (stereo not drawn),nt,nt,i,21,nt,nt,nt,nt,0.2%,-2,841,nt,nt,nt,nt,nt,i,0.7
COc1ccc(C(=O)NCc2nnc(SC)n2Cc2ccccc2)cc1,i,3,i,50,nt,nt,-1.4,1113,-1.6%,-4,707,3.6,1.2,4.5,-6,-5,i,1.2
COc1cccc2cc(CC(=O)c3ccc(C)cc3C)c(=O)oc12,nt,nt,i,30,nt,nt,nt,nt,-0.5%,-5,788,nt,nt,nt,nt,nt,i,0.5
CCc1ccc(C(=O)N/N=C(\C)c2ccncc2)s1,nt,nt,i,35,nt,nt,nt,nt,0.3%,4,641,nt,nt,nt,nt,nt,i,0.7
Cc1cc(C(=O)NC2CCCN(Cc3ccc(Cl)cc3)C2)c(C)o1 (stereo not drawn),nt,nt,i,27,nt,nt,nt,nt,-0.8%,4,788,nt,nt,nt,nt,nt,i,2.7
O=C(/C=C/c1ccc2c(c1)OCO2)N1CCN(c2n[nH]c(=O)[nH]c2=O)CC1,nt,nt,i,34,0.7,1412,-3.5,1157,-0.1%,-6,726,nt,nt,nt,nt,nt,i,0.3
CCOc1ccc(CCNC(=O)C2=C(C)C(=O)OC23CCCCC3)cc1OCC,i,-1,i,48,1.9,1236,-1.1,1133,-0.7%,-2,770,1.6,1.5,5.5,-2,-1,i,0.2
O=C(NCCN1C(=O)S/C(=C\c2ccc(F)cc2)C1=O)c1cccc(S(=O)(=O)N2CCOCC2)c1,i,-10,i,39,1.8,1123,0.4,891,-1.2%,-1,578,1.8,3.0,10,-16,-18,i,0.8
Nc1nc(SCC(=O)c2cccc([N+](=O)[O-])c2)n[nH]1,i,3,i,59,nt,nt,-1.4,991,0.5%,22,588,3.4,2.5,5.1,-7,-14,i,0.5
CCOC(=O)Cn1c(=O)c2c(nc3n2CCCN3Cc2ccccc2)n(C)c1=O,nt,nt,i,47,nt,nt,nt,nt,-0.6%,1,849,nt,nt,nt,nt,nt,i,0.4
COCCNCC(=O)N1c2ccccc2Sc2ccccc21,nt,nt,i,62,nt,nt,nt,nt,-0.8%,-8,802,nt,nt,nt,nt,nt,i,0.8

# A different layout for some results above.
Structure	Autophagy HCS	Autophagy HCS cell loss 18 h	T cell modulator	T cell modulator vesicle-bound %	Ins promoter up	Ins promoter up cell count	bCat nuc transl	bCat nuc transl cell count 5 µM	West Nile virus CPE	Lipid droplet	Lipid droplet cells 6.5 µM	MT stabilize HCS	MT stabilize HCS Hoechst-high %	MT stabilize HCS cytotoxicity %	WT yeast gro inh	WT yeast gro inh mutant strain	Myeloid diff 2	Myeloid diff 2 GFP+ MAC1+ %
O=C(/C=C/c1ccc2c(c1)OCO2)N1CCN(c2n[nH]c(=O)[nH]c2=O)CC1	nt	nt	i	34	0.7	1412	-3.5	1157	-0.1%	-6	726	nt	nt	nt	nt	nt	i	0.3
CCOc1ccc(CCNC(=O)C2=C(C)C(=O)OC23CCCCC3)cc1OCC	i	-1	i	48	1.9	1236	-1.1	1133	-0.7%	-2	770	1.6	1.5	5.5	-2	-1	i	0.2
O=C(NCCN1C(=O)S/C(=C\c2ccc(F)cc2)C1=O)c1cccc(S(=O)(=O)N2CCOCC2)c1	i	-10	i	39	1.8	1123	0.4	891	-1.2%	-1	578	1.8	3.0	10	-16	-18	i	0.8
Nc1nc(SCC(=O)c2cccc([N+](=O)[O-])c2)n[nH]1	i	3	i	59	nt	nt	-1.4	991	0.5%	22	588	3.4	2.5	5.1	-7	-14	i	0.5
CCOC(=O)Cn1c(=O)c2c(nc3n2CCCN3Cc2ccccc2)n(C)c1=O	nt	nt	i	47	nt	nt	nt	nt	-0.6%	1	849	nt	nt	nt	nt	nt	i	0.4
COCCNCC(=O)N1c2ccccc2Sc2ccccc21	nt	nt	i	62	nt	nt	nt	nt	-0.8%	-8	802	nt	nt	nt	nt	nt	i	0.8
